Assay outcomes (PubChem BioAssay)
SENP6 inh – blocks the human protease SENP6; inhibition, % at 10 µM; Recombinant SENP6 catalytic domain, aminoluciferin luminescence; hit rate 1.8% among 330,000; Q9GZR1; AID 2599;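 active = inhibition above about 50% at the single tested dose, limit read from the data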;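 also: plate controls were DMSO wells with enzyme for no effect and DMSO wells lacking enzyme for full effect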
SENP8 block-1 – inhibitors of human SENP8 protease; AID 602440; Q96LD8; recombinant SENP8, Nedd8 substrate fluorescence; hit rate 0.64% among 360,000; inhibition, % at 20 µM; in the data active = inhibition mostly above about 40%, no sharp cut-off; inactive = mostly below about 27%
Target sequence (Q96LD8 whole entry, looked up): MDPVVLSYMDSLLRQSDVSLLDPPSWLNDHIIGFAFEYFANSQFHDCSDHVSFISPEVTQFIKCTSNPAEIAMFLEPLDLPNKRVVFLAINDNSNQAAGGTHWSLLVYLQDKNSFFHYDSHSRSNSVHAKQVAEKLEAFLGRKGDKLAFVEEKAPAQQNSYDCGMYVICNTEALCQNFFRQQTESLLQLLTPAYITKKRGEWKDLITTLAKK
NALP3 yeast inh – inhibitors of NALP3 inflammasome in yeast | hit rate 0.39% among 330,000 | Yeast reconstituted NLRP3/ASC/caspase-1, beta-gal luminescence, 24 h | inhibition, % at 10 µM;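 active = inhibition of 50% or more; inactive = inhibition below 50%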;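 also: plate controls were induced DMSO wells for no effect and uninduced yeast grown without galactose for full effect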
PfG6PD inh – PfG6PD (Plasmodium falciparum) enzyme inhibition | PfGluPho enzyme, NADPH resazurin-diaphorase fluorescence | inhibition, % at 20 µM | hit rate 0.78% among 350,000 | AID 504690;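 active = inhibition reaching at least a set limit at 20 µM in the primary screen, cut at about 59% in these data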;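 also: 0% = DMSO wells with substrate and 100% = DMSO wells lacking glucose-6-phosphate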
SENP7 inh – inhibitors of human SENP7 protease; inhibition, % at 5 µM; Q9BQF6; AID 434973; recombinant SENP7, Z-RLRGG-aminoluciferin luminescence, 40 min; hit rate 1.5% among 330,000;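 active = inhibition above about 50% at the single test dose, limit read from the data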;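 also: plate controls were DMSO with enzyme for no effect and no enzyme buffer wells for full effect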
Target sequence (Q9BQF6 706-1050 limits assumed): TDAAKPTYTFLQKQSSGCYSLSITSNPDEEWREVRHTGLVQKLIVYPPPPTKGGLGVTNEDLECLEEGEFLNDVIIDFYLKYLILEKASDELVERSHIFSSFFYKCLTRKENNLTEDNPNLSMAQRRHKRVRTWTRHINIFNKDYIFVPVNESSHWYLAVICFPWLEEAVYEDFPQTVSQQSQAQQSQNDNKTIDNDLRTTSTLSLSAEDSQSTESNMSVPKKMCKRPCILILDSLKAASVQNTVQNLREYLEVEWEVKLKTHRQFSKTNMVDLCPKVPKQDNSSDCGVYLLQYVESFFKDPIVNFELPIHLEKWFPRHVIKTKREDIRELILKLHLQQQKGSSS
SENP1 inh – SENP1 (human) catalytic domain inhibition | inhibition, % at 10 µM | hit rate 0.21% among 360,000 | recombinant SENP1 catalytic domain, CyPet-SUMO1-YPet FRET cleavage | Q9P0U3;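 active = inhibition at least 30% at 10 µM, raw YFP signal under a set limit, fluorescence ratio 0.5 to 1.5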;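 also: 0% = enzyme with DMSO and 100% = no enzyme wells; some results filed as inactive read as strong as hits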
Target sequence (Q9P0U3 419-644 limits assumed): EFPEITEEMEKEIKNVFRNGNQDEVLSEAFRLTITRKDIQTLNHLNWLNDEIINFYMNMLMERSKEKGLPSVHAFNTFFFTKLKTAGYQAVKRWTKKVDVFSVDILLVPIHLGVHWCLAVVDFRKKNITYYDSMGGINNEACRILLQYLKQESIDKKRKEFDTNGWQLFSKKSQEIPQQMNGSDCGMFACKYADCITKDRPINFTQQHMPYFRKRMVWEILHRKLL
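Material: hSENP1 catalytic domain, recombinant; medium: Tris pH 8 with BME, BSA, NP40 and catalase; compound: single concentration of 10 µM compound, 0.5% DMSO final; technique: FRET read of cyan and yellow fluorescence; timing: 50 min enzyme reaction, room temperature, light-protected; reagent: SFCypet-SUMO1-SFYpet substrate at 25 nM; control set: no-enzyme low, enzyme-DMSO high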
SENP8 block-2 – SENP8 protease inhibition; purified SENP8, Z-RLRGG-aminoluciferin cleavage, luminescence; AID 2540; inhibition, % at 10 µM; hit rate 1.2% among 330,000; in the data active = inhibition above about 50%
Apaf-1 inh – inhibitors of human Apaf-1 apoptosome; O14727; reconstituted apoptosome caspase-3 activity, DEVD-Rh110 fluorescence; inhibition, % at 20 µM; hit rate 0.71% among 330,000; AID 489030; active = inhibition of at least 40% at 20 µM;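 also: plate controls were DMSO wells for no effect and DEVD-CHO caspase inhibitor wells for full effect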
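System: reconstituted apoptosome with Apaf-1, cytochrome c, caspase-9, procaspase-3, dATP; Signal: Rh110 fluorescence intensity; Schedule: 30 min compound preincubation, 50 min activation, room temperature; Reagent: cytochrome c trigger plus (Z-DEVD)2-Rh110 caspase-3 substrate.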
HKDC1 inh – blocks human hexokinase HKDC1 activity | Q2TB90 | recombinant HKDC1, G6PDH/diaphorase resazurin coupled fluorescence | inhibition, % at 20 µM | hit rate 0.16% among 340,000 | AID 493160;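 active = inhibition above about 35% when tested at 20 µM, limit read from the data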;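 also: plate controls were DMSO wells with enzyme for no effect and DMSO wells lacking enzyme for full effect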
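test system = in-house recombinant HK5 (HKDC1) enzyme | amount = HKDC1 at 5 µg/mL | control set = DMSO-enzyme wells negative, buffer-substituted wells positive | compound = one dose of 20 µM, 1% DMSO | schedule = reaction time 90 min, room temperature, protected from light | technique = resorufin fluorescence at 613 nm | reagent = glucose with 1 mM ATP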
Numbers without * were called inactive; nt = no result given.

SMILES | SENP6 inh | SENP8 block-1 | NALP3 yeast inh | PfG6PD inh | SENP7 inh | SENP1 inh | SENP8 block-2 | Apaf-1 inh | HKDC1 inh
O=C(CSc1ccccc1)NCC(c1ccco1)N1CCCCC1 (stereo not drawn) | 0 | 7 | 9 | 14 | 2 | -4 | 4 | 16 | 0
Oc1ccccc1Cn1nnc2ccccc21 | -3 | -2 | 13 | -5 | -1 | 1 | 2 | -12 | -4
COc1cccc(CN2CCN(Cc3cc4ccccc4o3)CC2CCO)c1 (stereo not drawn) | 15 | 1 | 15 | -16 | -5 | 0 | 2 | 5 | 1
O=C(NC1CC1)C1=C[C@@H](c2ccc(C(F)(F)F)cc2)C[C@@H](OCc2ccc(CO)cc2)O1 | -1 | 6 | 12 | 3 | 8 | 1 | -8 | 12 | -3
CC(=O)c1ccc(-c2ccc(Cn3c(C)nc4cc(N)c(C)nc43)cc2)cc1 | -19 | -21 | 6 | -1 | 0 | -3 | -3 | -6 | -4
C(=C\c1ccccc1)/CN1CCN(Cc2nc(Cc3ccccc3)no2)CC1 | 7 | 12 | 17 | 3 | -4 | -2 | 3 | 8 | -5
CCNS(=O)(=O)c1ccc(-c2ccc(-n3cnnn3)cc2)cc1 | 11 | -3 | 33 | 18 | 15 | 0 | 2 | -1 | -8
CC(=O)NC1=NN(C(C)=O)C(C)(c2cccc([N+](=O)[O-])c2)S1 (stereo not drawn) | 6 | 8 | 6 | 23 | 3 | 1 | -3 | 3 | -7
Cc1cc2nn(-c3cccc4ccccc34)nc2cc1NC(=O)c1cccs1 | 7 | -286 | 21 | 3 | 7 | 3 | 5 | 20 | 2
CC(=O)Nc1ccc(NC(=O)C(C)OC(=O)CCC2CCCC2)cc1 (stereo not drawn) | -9 | 2 | 4 | 2 | -4 | 2 | 2 | 4 | -3
COc1ccc(NC(=O)COC(=O)Cc2ccc(-c3ccccc3)cc2)c(OC)c1 | 11 | 5 | 25 | 8 | -2 | 0 | -1 | 4 | 14
CCS(=O)(=O)N1Cc2ccccc2CC1C(=O)Nc1nc2ccccc2s1 (stereo not drawn) | 7 | -14 | 4 | -13 | 5 | -11 | 0 | 0 | -1
O=C(CN1CCOCC1)NNC(=S)Nc1ccccc1 | -18 | 10 | 9 | 5 | 3 | 2 | 0 | -7 | -16
COc1ccc(OCCCn2cccc2/C=C2/C(=N)N3OC(C)=CC3=NC2=O)cc1 | -9 | 14 | 45 | 5 | -2 | -3 | -8 | 20 | -5
Cc1cccc(N2CCN(S(=O)(=O)c3c(C)[nH]c(C)c3C(=O)N3CCCC3)CC2)c1C | -22 | 15 | -10 | -14 | -18 | -5 | -5 | 7 | -4
CCOC(=O)C1=CNS(=O)(=O)NC1c1ccc(C(F)(F)F)cc1 (stereo not drawn) | nt | -100 | nt | 7 | 5 | 0 | nt | 5 | 2
C=CCOc1ccc(Br)cc1CNC(C)(C)C | -1 | 21 | 10 | 9 | 0 | 4 | 0 | -13 | -10
S=C(NCC1CCCO1)N1CCN(c2nc(-c3ccc(Cl)cc3)cs2)CC1 (stereo not drawn) | -3 | 5 | 19 | 25 | 5 | 0 | -10 | 31 | -1
O=C(CC1CCCC1)Nc1ccc(Cl)c(S(=O)(=O)N2CCOCC2)c1 | 2 | 15 | 8 | 1 | 3 | -1 | -7 | 2 | 6
c1csc(-c2nn3c(Cn4nnc5ccccc54)nnc3s2)c1 | -32 | -20 | 5 | 53 | -4 | 1 | -12 | -4 | -4
C[C@H](CO)N1C[C@H](C)[C@H](CN(C)Cc2ccc(Oc3ccccc3)cc2)Oc2ccc(NC(=O)Nc3cccc4ccccc34)cc2CC1=O | -11 | -59 | 11 | 9 | -3 | -1 | -13 | 18 | 5
COc1ccc2c(c1)C=Cc1ccccc1O2 | -6 | nt | 23 | nt | 11 | nt | -11 | -14 | nt
CC(C)n1c(SCC(=O)c2ccc3c(c2)OCCO3)nc2c1c(=O)n(C)c(=O)n2C | -21 | nt | 8 | -10 | -2 | nt | 2 | -2 | -3
NS(=O)(=O)c1ccc(NC(=O)C(Sc2ccccc2)c2ccccc2)cc1 (stereo not drawn) | -11 | 19 | 11 | 8 | -5 | 1 | -2 | 22 | 13
COc1ccccc1-c1ccc(SCC(=O)NCc2ccc3c(c2)OCO3)nn1 | -5 | 23 | 3 | 19 | 5 | 2 | 0 | -16 | 4
(next part)
SMILES | SENP6 inh | SENP8 block-1 | NALP3 yeast inh | PfG6PD inh | SENP7 inh | SENP1 inh | SENP8 block-2 | Apaf-1 inh | HKDC1 inh
COc1ccc2[nH]c3c(=O)n(Cc4ccc(C(=O)N5CCCCCC5)cc4)c(=S)[nH]c3c2c1 | 25 | -249 | 10 | 26 | 38 | -1 | 28 | 16 | 3
CCOc1ccc(N(CC(=O)NCC2CCCO2)S(=O)(=O)c2ccc(C)cc2)cc1 (stereo not drawn) | -7 | 7 | 8 | -3 | -2 | 0 | 7 | 4 | -5
c1ccc(-c2n[nH]nc2-c2ccccc2)cc1 | -6 | 6 | 19 | -2 | 5 | -1 | 0 | 6 | -5
CCN(CC)S(=O)(=O)c1ccc(-c2csc(C)n2)s1 | -18 | 24 | 19 | 8 | 0 | 1 | -1 | -2 | 0
Cc1oc(-c2ccccc2F)nc1CN1CCC(C(=O)NC2CCCc3ccccc32)CC1 (stereo not drawn) | -4 | 4 | 8 | 16 | -4 | -14 | -3 | 3 | -3
O=[N+]([O-])c1ccc(S(=O)(=O)N2CCN(c3ccnc4cc(Cl)ccc34)CC2)cc1 | -15 | 2 | 15 | 16 | -2 | 1 | 2 | 21 | 0
O=C(CSCc1ccccc1)N1CCN(c2ccc(F)cc2)CC1 | -9 | 8 | 2 | 8 | 1 | 2 | -11 | -3 | -7
COC(=O)[C@]1(C)N[C@H](CN(C)S(=O)(=O)c2ccc(OC)cc2)[C@@H]2C(=O)N(C)C(=O)[C@@H]21 | -4 | 6 | 8 | 6 | -7 | 0 | 1 | -5 | -4
O=C(CSC(=S)N1CCN(c2ccccc2)CC1)Nc1nc(-c2ccccc2)c(-c2ccccc2)o1 | 5 | -42 | -10 | -26 | 4 | -2 | 4 | 21 | 2
CCOc1ccccc1N(CC(=O)Nc1ccc(OC)c(OC)c1)S(=O)(=O)c1ccccc1 | -16 | 9 | 15 | 0 | -5 | -1 | 0 | -29 | -7
CN(C)CCCNS(=O)(=O)c1ccc(Oc2ncc(C(F)(F)F)cc2Cl)cc1 | -6 | 12 | 15 | -9 | -2 | -1 | 1 | 7 | -2
COc1ccc(Cc2cc(-c3ccc(F)cc3)n[nH]c2=O)cc1 | -18 | 3 | 13 | -7 | -4 | 2 | -7 | -7 | 4
COC(=O)C(CCCN1C(=O)c2ccccc2C1=O)(NC(C)=O)c1nn[nH]n1 (stereo not drawn) | -52 | 13 | 16 | 4 | 2 | -2 | -4 | -8 | 5
CC1(C)Cc2ccccc2-c2nc3n(c(=O)c21)CCS3 | 11 | -101 | 2 | 11 | -2 | 3 | -5 | 1 | -11
CCOC(=O)CNC(=O)CSc1nc(-c2ccccc2)ns1 | 0 | 14 | 10 | 31 | 2 | 1 | -6 | -6 | -5
COC(=O)c1cc(OC)c(OC)cc1NC(=O)Cc1ccccc1[N+](=O)[O-] | 7 | 17 | -19 | -6 | 1 | 1 | -2 | -17 | 11
CC(C)[N+](C)(CCOC(=O)C1c2ccccc2Oc2ccccc21)C(C)C | -8 | -1 | 9 | 8 | -3 | 1 | 1 | 3 | -4
CCC(=O)NC(C)c1cc(Cl)c2cccnc2c1O (stereo not drawn) | 0 | 5 | 18 | -2 | 4 | 2 | 7 | -6 | 3
O=C(CSc1nnc(SCc2ccccc2)s1)N/N=C/c1c(Cl)cccc1Cl | -15 | 20 | -2 | 7 | -4 | 4 | -16 | 22 | -6
COCCOc1cc(N(CC(=O)N(C)C)S(=O)(=O)c2ccccc2)c(Cl)cc1Cl | -9 | 5 | 11 | -12 | -13 | 2 | -7 | 6 | -2
COCCNC(=S)N1CCN(c2nc3ccccc3s2)CC1 | -20 | 3 | 8 | -5 | 1 | 1 | -17 | 28 | -7
CCCOc1ccc(OC(=O)Cc2ccc(OC)c(S(=O)(=O)N3CCOCC3)c2)cc1 | -13 | 5 | 16 | 2 | -7 | 1 | -16 | 14 | -7
CN(CC(=O)Nc1c(Cl)cccc1Cl)C(=O)CCCN1C(=O)c2ccccc2C1=O | -8 | 28 | 11 | -14 | -1 | 0 | -5 | 6 | 8
O=C(Cc1ccc(Cl)cc1)Nc1ccccc1Sc1ccccc1 | -6 | 7 | 14 | 7 | -6 | 1 | 2 | 7 | 1
O=C(O)c1ccc(CN2C(=O)c3ccccc3S2(=O)=O)cc1 | 5 | 27 | 19 | -33 | -3 | 4 | 6 | -13 | -3
Later entries.
SMILES | SENP6 inh | SENP8 block-1 | NALP3 yeast inh | PfG6PD inh | SENP7 inh | SENP1 inh | SENP8 block-2 | Apaf-1 inh | HKDC1 inh
c1ccc2c(c1)CCNC2c1ccncc1 (stereo not drawn) | -17 | 12 | 15 | 11 | 11 | 1 | -3 | -13 | -3
O=C(N/C(=C/c1cn(-c2ccccc2)nc1-c1ccccc1)C(=O)N1CCOCC1)c1ccc(Cl)cc1Cl | -4 | 32 | 14 | -17 | 1 | -5 | 1 | 20 | -1
O=C1CCC[C@@H]2[C@H](Cc3ccccc3)[C@@H](O)C[C@@H]3CCN1[C@@H]32 | nt | 12 | nt | -7 | nt | 0 | nt | nt | -7
O=C1CCC(=O)N1CCSC(=S)N1CCSCC1 | -23 | 23 | -6 | -13 | -11 | -2 | -1 | -16 | -3
Cc1ccc(-c2nnc(N(C)C(=O)C3CCCO3)s2)cn1 (stereo not drawn) | -2 | 19 | 3 | 4 | -1 | -1 | 3 | 1 | -3
O=C(O)C1(S(=O)(=O)c2ccc(Cl)cc2)CCC1 | -14 | 7 | 7 | -1 | -8 | 2 | -11 | -6 | -7
Cc1cccc2sc(NNC(=O)C3=COCCO3)nc12 | -2 | 16 | 12 | -9 | 3 | 0 | 1 | -9 | -4
O=C(c1[nH]ncc1-c1cccc(Br)c1)C1CO1 (stereo not drawn) | 2 | 11 | 6 | 25 | -2 | 1 | -2 | 7 | 9
CCCCCCSc1ccc([C@@H]2[C@H]3C(=O)N(CC)C(=O)[C@H]3[C@]3(C(=O)OC)CCCN23)cc1 | 6 | -41 | 19 | 32 | 1 | -1 | 11 | -225 | 6
CC(C)(C)n1nnnc1C(c1cccnc1)N(Cc1ccccc1)Cc1cccs1 (stereo not drawn) | -13 | 30 | 5 | -9 | -2 | 1 | -9 | 23 | 7
CN1C(=O)Cc2cc(S(=O)(=O)Nc3ccc(Cl)cc3)ccc21 | -9 | 0 | 0 | -9 | -5 | 0 | 1 | 12 | 4

Compounds from the list above containing a tert-butyl group, in the order listed:
SMILES | SENP6 inh | SENP8 block-1 | NALP3 yeast inh | PfG6PD inh | SENP7 inh | SENP1 inh | SENP8 block-2 | Apaf-1 inh | HKDC1 inh
C=CCOc1ccc(Br)cc1CNC(C)(C)C | -1 | 21 | 10 | 9 | 0 | 4 | 0 | -13 | -10
CC(C)(C)n1nnnc1C(c1cccnc1)N(Cc1ccccc1)Cc1cccs1 (stereo not drawn) | -13 | 30 | 5 | -9 | -2 | 1 | -9 | 23 | 7
